Screening data: PubChem, The Scripps Research Institute Molecular Screening Center
FBW7 activator = activators of human E3 ligase FBW7; Q969H0; AlphaScreen FBW7–phospho-cyclin E peptide binding, activator screen; normalized activity (activation), % at 26.1 µM; 0.13% of 650,000 active; AID 1259310; in the data active means normalized activity above about 1.9%;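 further: purified mutant Fbw7 with reduced substrate affinity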
MITF primary = inhibitors of human MITF; O75030; AlphaScreen MITF homodimerization, bead proximity signal; inhibition, % at 2.6 µM; 0.91% of 650,000 active; in the data active means inhibition above about 50%;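 further: 0% = vehicle wells with protein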
Target sequence (O75030 whole entry, looked up): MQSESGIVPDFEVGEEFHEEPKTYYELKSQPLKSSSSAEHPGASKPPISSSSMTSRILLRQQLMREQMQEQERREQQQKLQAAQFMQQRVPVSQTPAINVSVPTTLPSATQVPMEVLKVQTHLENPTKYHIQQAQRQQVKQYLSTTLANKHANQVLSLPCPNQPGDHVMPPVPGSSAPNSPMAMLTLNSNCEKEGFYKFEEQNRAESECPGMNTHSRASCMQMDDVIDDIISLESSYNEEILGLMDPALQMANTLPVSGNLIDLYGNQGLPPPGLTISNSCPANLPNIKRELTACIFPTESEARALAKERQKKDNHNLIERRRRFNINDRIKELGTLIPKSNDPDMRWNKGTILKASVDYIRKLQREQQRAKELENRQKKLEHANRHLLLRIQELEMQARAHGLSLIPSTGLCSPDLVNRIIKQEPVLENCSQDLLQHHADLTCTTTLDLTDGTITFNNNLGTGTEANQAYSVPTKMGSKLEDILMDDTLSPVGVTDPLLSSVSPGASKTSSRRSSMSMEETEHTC
GPR151 activ = activates the human receptor GPR151 | PathHunter beta-arrestin GPR151 cells, luminescence | 1% of 650,000 active | Q8TDV0 | AID 1508602 | activation, % at 11.2 µM; in the data active means activation above about 4.9%;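 further: 0% = median of compound wells and 100% = cells with positive control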
Target sequence (Q8TDV0 whole entry, looked up): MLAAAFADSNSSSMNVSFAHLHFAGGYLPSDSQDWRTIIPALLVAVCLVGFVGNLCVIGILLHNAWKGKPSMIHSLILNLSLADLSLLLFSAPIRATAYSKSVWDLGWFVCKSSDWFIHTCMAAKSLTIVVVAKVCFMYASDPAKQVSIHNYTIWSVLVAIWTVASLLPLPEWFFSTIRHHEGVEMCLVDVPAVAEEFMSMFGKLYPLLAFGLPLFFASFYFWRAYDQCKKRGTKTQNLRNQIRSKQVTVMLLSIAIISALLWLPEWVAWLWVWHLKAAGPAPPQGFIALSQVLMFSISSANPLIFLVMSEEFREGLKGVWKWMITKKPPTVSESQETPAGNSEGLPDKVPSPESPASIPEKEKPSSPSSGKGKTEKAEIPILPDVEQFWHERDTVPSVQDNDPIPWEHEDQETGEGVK
TEAD-YAP inh = TEAD-YAP interaction inhibition | HEK-TIYL cells, TEAD-Gal4/YAP UAS-luciferase luminescence | inhibition, % at 9.12 µM | AID 1259422 | 1.4% of 640,000 active; in the data active means inhibition above about 32%;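 further: 0% = median of test compound wells and 100% = reference inhibitor wells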
Starred values were filed as active, the others as inactive. Rows are unselected; 3.4% or so of the library scored in one or more.

For O=C(O)c1ccccc1-c1ccccc1C(=O)NC1CS(=O)(=O)CC1O (stereo not drawn) the results were FBW7 activator -0.1, MITF primary -14.2, GPR151 activ 5.1* and TEAD-YAP inh -10.9.
O=C(NC1CCCCCCC1)C1CCN(c2c(N3CCCC3)c(=O)c2=O)CC1 was read as FBW7 activator 0.0, MITF primary -3.7, GPR151 activ -0.4 and TEAD-YAP inh -1.0.
For Cc1ccc(N=C2SC(C(=O)Nc3ccc(Br)cc3)CC(=O)N2C)cc1Cl (stereo not drawn) the results were FBW7 activator 0.1, MITF primary 9.3, GPR151 activ 0.3 and TEAD-YAP inh 2.9.
CC(C)CNS(=O)(=O)c1cc(C(=O)OC2CCOC2=O)c(Cl)cc1Cl (stereo not drawn) was read as FBW7 activator 0.2, MITF primary 16.7, GPR151 activ -1.1 and TEAD-YAP inh -6.3.
For C=CCc1ccc(OCCn2cc(C=C3C(=O)NC(=O)NC3=O)c3ccccc32)c(OC)c1 the results were FBW7 activator -0.2, MITF primary 11.7, GPR151 activ 1.1 and TEAD-YAP inh -9.4.
For O=C(/C=C/c1ccco1)Nc1ccc(Br)c(Cl)c1 the results were FBW7 activator -0.2, MITF primary -5.3, GPR151 activ 2.1 and TEAD-YAP inh -5.5.
Screening CCOc1cc(C=C2C(=O)NC(=O)NC2=O)ccc1OCc1ccccc1Cl returned FBW7 activator 0.1, MITF primary -4.9, GPR151 activ 0.4 and TEAD-YAP inh -3.0.
For CCC(C(=O)Nc1cccc(OC)c1)c1ccccc1 (stereo not drawn) the results were FBW7 activator 0.0, MITF primary 2.8, GPR151 activ 0.5 and TEAD-YAP inh 1.6.
For CC1(C)C=C(/C=C/c2ccc(Cl)cc2)NC(=S)N1 the results were FBW7 activator 0.0, MITF primary 12.6, GPR151 activ -0.4 and TEAD-YAP inh 4.3.
CC(C)CCC1(C2CCN(C(=O)C3CC3)CC2)NC(=O)N(Cc2ccccn2)C1=O (stereo not drawn) was read as FBW7 activator 0.1, MITF primary 14.8, GPR151 activ -1.0 and TEAD-YAP inh -6.5.
CCCn1c2ccc(F)cc2c2nnc(SCCN3CCOCC3)nc21 was read as FBW7 activator -0.1, MITF primary 6.5, GPR151 activ 1.7 and TEAD-YAP inh -2.2.
NS(=O)(=O)c1ccc(N=Cc2cc(Cl)ccc2O)cc1 was read as FBW7 activator 0.0, MITF primary 1.8, GPR151 activ 1.4 and TEAD-YAP inh -4.4.
Cc1cccnc1N/C=C/C(=O)c1ccc(Br)cc1 was read as FBW7 activator 0.4, MITF primary -0.7, GPR151 activ 0.5 and TEAD-YAP inh 0.6.
CCOC(=O)c1ccc(NC(=S)N(CCN2CCCCCC2)Cc2cccs2)cc1 was read as FBW7 activator 0.2, MITF primary -12.4, GPR151 activ -1.0 and TEAD-YAP inh -12.4.
Cc1ccc(CN2CCN3C(=O)[C@H](CC(C)C)NC(=O)[C@H]3C2)cc1C was read as FBW7 activator -0.1, MITF primary -18.2, GPR151 activ -1.8 and TEAD-YAP inh 2.2.
Screening O=C(OCCN1C(=O)c2cccc3c(N4CCCCC4)ccc(c23)C1=O)c1cccc(Br)c1 returned FBW7 activator 0.4, MITF primary 17.5, GPR151 activ -0.9 and TEAD-YAP inh -3.5.
Screening CCSc1nnc2c(n1)OC(c1ccc(OC)c(Br)c1)Nc1ccccc1-2 (stereo not drawn) returned FBW7 activator 0.7, MITF primary 2.3, GPR151 activ 2.2 and TEAD-YAP inh -10.1.
Screening O=C(CCSc1ccc(Cl)cc1)NCc1ccco1 returned FBW7 activator 0.1, MITF primary 18.3, GPR151 activ 1.4 and TEAD-YAP inh 7.7.
`O=c1nc(SCc2cccnc2)c2c(n1CCO)CCCC2` gave FBW7 activator 0.5, MITF primary 20.9, GPR151 activ -0.4 and TEAD-YAP inh 2.6.
For CC#CCN1C(=O)NC(CCc2ccccc2)(C2CCN(C(=O)C#CC)CC2)C1=O (stereo not drawn) the results were FBW7 activator 0.1, MITF primary 9.0, GPR151 activ 7.0* and TEAD-YAP inh 2.5.

In the list so far, these have a furan ring, fused or not.
For O=C(/C=C/c1ccco1)Nc1ccc(Br)c(Cl)c1 the results were FBW7 activator -0.2, MITF primary -5.3, GPR151 activ 2.1 and TEAD-YAP inh -5.5.
Screening O=C(CCSc1ccc(Cl)cc1)NCc1ccco1 returned FBW7 activator 0.1, MITF primary 18.3, GPR151 activ 1.4 and TEAD-YAP inh 7.7.

New compounds follow:
Screening CCOc1ccc(NC(=O)C(C)NS(=O)(=O)c2cc(C)ccc2C)cc1 (stereo not drawn) returned FBW7 activator 0.1, MITF primary 15.1, GPR151 activ -0.5 and TEAD-YAP inh 2.9.
Screening O=S1(=O)CC(c2ccccc2)CS(=O)(=O)C1=Cc1ccc(Cl)cc1 (stereo not drawn) returned FBW7 activator 0.3, MITF primary 16.7, GPR151 activ -1.6 and TEAD-YAP inh 4.1.
Cc1noc(C)c1-c1cc(Nc2ccccc2)ncn1 was read as FBW7 activator -0.1, MITF primary 1.7, GPR151 activ -0.3 and TEAD-YAP inh -3.7.
Screening CN(C)C(=O)c1cccc(-c2cnc3[nH]c(=O)n(CC(C)(C)CO)c3n2)c1 returned FBW7 activator 0.2, MITF primary 15.8, GPR151 activ -0.1 and TEAD-YAP inh 1.0.
For Clc1cccc(CNCC2CCCO2)c1 (stereo not drawn) the results were FBW7 activator 0.1, MITF primary -12.0, GPR151 activ 0.4 and TEAD-YAP inh 0.1.
COc1ccc(-n2c(NN)nc3c(c2=O)C2(CCCC2)Cc2ccccc2-3)cc1 was read as FBW7 activator -0.1, MITF primary -5.5, GPR151 activ 2.7 and TEAD-YAP inh -11.1.
CCCCN=C(C)C1C(=O)c2ccccc2C1=O was read as FBW7 activator -0.1, MITF primary -23.4, GPR151 activ -0.5 and TEAD-YAP inh -2.7.
`O=C(CCc1csc2nc(-c3ccccc3)cn12)NCc1ccncc1` gave FBW7 activator 0.1, MITF primary -11.6, GPR151 activ 2.3 and TEAD-YAP inh 7.3.
Screening CN(CCc1ccccc1)C(=O)c1nc2sccn2c1CNC1CCCC1 returned FBW7 activator 0.1, MITF primary 3.7, GPR151 activ -0.7 and TEAD-YAP inh 8.7.
For COc1cccc(/C=C2\C(=O)NC(=O)N(c3cc(C)cc(C)c3)C2=O)c1 the results were FBW7 activator -0.2, MITF primary 1.6, GPR151 activ -1.8 and TEAD-YAP inh 11.7.
For N#Cc1cc(-c2ccnc(Nc3ccc(-c4nnc(C(F)(F)F)o4)cc3)n2)cc(N2CCOCC2)c1 the results were FBW7 activator 0.1, MITF primary -4.6, GPR151 activ 0.4 and TEAD-YAP inh -13.3.
For CC(C)(C)C(=O)COC(=O)c1ccc(S(=O)(=O)N2CCCCC2)cc1 the results were FBW7 activator 0.0, MITF primary -9.5, GPR151 activ -0.8 and TEAD-YAP inh -2.3.
`CS(=O)(=O)N1CCc2ccccc2C1CN1C(=O)c2ccccc2C1=O` (stereo not drawn) gave FBW7 activator -0.1, MITF primary 2.0, GPR151 activ 0.0 and TEAD-YAP inh -4.8.
Screening CCOC(=O)c1c(NC(=O)c2ccc([N+](=O)[O-])cc2)sc(C(=O)Nc2cccc(Cl)c2C)c1C returned FBW7 activator 0.0, MITF primary 10.6, GPR151 activ -0.2 and TEAD-YAP inh -16.1.
For COc1ccc(Cn2c(SCC(=O)C(C)(C)C)nc3ccsc3c2=O)cc1 the results were FBW7 activator 0.0, MITF primary -8.0, GPR151 activ 0.6 and TEAD-YAP inh 0.3.
For CC(C)NC(=O)C1CCN(c2cnccn2)CC1 the results were FBW7 activator 0.1, MITF primary 27.2, GPR151 activ -0.3 and TEAD-YAP inh 7.0.
c1cc(-c2cc(NCCCn3ccnc3)nc(-c3ccncc3)n2)ccn1 was read as FBW7 activator -0.9, MITF primary 71.5*, GPR151 activ 0.5 and TEAD-YAP inh -15.7.
Screening CCC(C)n1c(SCc2cc(=O)n3ccccc3n2)nc2ccsc2c1=O (stereo not drawn) returned FBW7 activator -0.1, MITF primary -0.6, GPR151 activ 1.5 and TEAD-YAP inh 2.3.
`O=C(COC(=O)c1ccc(Cl)c([N+](=O)[O-])c1)NCc1ccco1` gave FBW7 activator 0.2, MITF primary 9.6, GPR151 activ -0.2 and TEAD-YAP inh -6.0.
Screening O=C(NCCOc1ccccc1)c1cc(N2CCOCC2)nc2ccccc12 returned FBW7 activator 0.5, MITF primary 10.4, GPR151 activ -0.6 and TEAD-YAP inh 0.5.

Ordered by formula weight (highest first): part of the list above.
CC(C)CNS(=O)(=O)c1cc(C(=O)OC2CCOC2=O)c(Cl)cc1Cl (stereo not drawn) was read as FBW7 activator 0.2, MITF primary 16.7, GPR151 activ -1.1 and TEAD-YAP inh -6.3.
For O=C(O)c1ccccc1-c1ccccc1C(=O)NC1CS(=O)(=O)CC1O (stereo not drawn) the results were FBW7 activator -0.1, MITF primary -14.2, GPR151 activ 5.1* and TEAD-YAP inh -10.9.
`O=C(CCc1csc2nc(-c3ccccc3)cn12)NCc1ccncc1` gave FBW7 activator 0.1, MITF primary -11.6, GPR151 activ 2.3 and TEAD-YAP inh 7.3.

Continued:
`CCN1CCN(CCCNC2CC(=O)N(c3ccc(F)cc3)C2=O)CC1` (stereo not drawn) gave FBW7 activator 0.0, MITF primary -4.3, GPR151 activ -0.8 and TEAD-YAP inh 0.0.
C=C(C)CSC1=C(C#N)C(c2cc(Br)c(O)c(OC)c2)CC(=O)N1 (stereo not drawn) was read as FBW7 activator 0.1, MITF primary 3.0, GPR151 activ 1.7 and TEAD-YAP inh -8.1.
CCCNc1nc(-c2ccccc2)nc2nc[nH]c12 was read as FBW7 activator -0.1, MITF primary 6.3, GPR151 activ 0.5 and TEAD-YAP inh 16.0.
For COC(=O)C1CC(=O)N(C)C12CCN(Cc1cccc(Oc3ccccc3)c1)CC2 (stereo not drawn) the results were FBW7 activator 0.0, MITF primary -3.0, GPR151 activ -0.7 and TEAD-YAP inh 12.6.
`CCN1CCCC1CNCC(O)COc1ccc(C)cc1` (stereo not drawn) gave FBW7 activator -0.1, MITF primary 35.1, GPR151 activ -0.2 and TEAD-YAP inh -2.4.
For CC(C)[C@H](NC(=O)c1ccc(F)cc1)C(=O)OCC(=O)Nc1ccc(N(C)C)cc1 the results were FBW7 activator 0.0, MITF primary -7.0, GPR151 activ -0.1 and TEAD-YAP inh -9.0.
CCOC(=O)C1=CN(C)C=C(C(=O)OCC)C1c1cccc(OCc2ccccc2)c1 was read as FBW7 activator 0.9, MITF primary -31.7, GPR151 activ -0.2 and TEAD-YAP inh -4.3.
For O=C(Nc1c2c(nn1-c1ccc(Cl)cc1)CS(=O)(=O)C2)c1cc(Cl)ccc1[N+](=O)[O-] the results were FBW7 activator 0.4, MITF primary 17.1, GPR151 activ -1.1 and TEAD-YAP inh 12.4.
`COc1cccc(-c2ccc(NC(=O)C3CCCN(C(=O)c4cscn4)C3)cc2)c1` (stereo not drawn) gave FBW7 activator 0.0, MITF primary -4.9, GPR151 activ -0.4 and TEAD-YAP inh -47.8.
For OCc1cc(Br)ccc1OCc1ccccc1F the results were FBW7 activator -0.1, MITF primary 5.0, GPR151 activ 0.8 and TEAD-YAP inh -25.4.
`CC1CCc2c(sc(NC(=O)c3nc4ncccn4n3)c2C#N)C1` (stereo not drawn) gave FBW7 activator -0.1, MITF primary -5.3, GPR151 activ 0.6 and TEAD-YAP inh -16.8.
O=C(N1CCC(Cn2ccnc2)CC1)C1(c2ccc(Cl)cc2)CCCC1 was read as FBW7 activator -0.1, MITF primary 12.7, GPR151 activ -0.5 and TEAD-YAP inh -6.2.
For CN(CCCNC(=O)CCn1c(=O)c2cccn2c2cccnc21)C1CCCCC1 the results were FBW7 activator 0.2, MITF primary -3.4, GPR151 activ 5.3* and TEAD-YAP inh 0.8.
`Cc1cccc(C)c1OCC(=O)OCCNC(=O)c1cccnc1` gave FBW7 activator 0.0, MITF primary -3.6, GPR151 activ 2.4 and TEAD-YAP inh 4.6.
Screening COc1ccc(-c2nc3c(c4c2C[C@H](c2ccccc2)OC4)CN(S(=O)(=O)c2ccc(C#N)cc2)CC3)c(C)c1 returned FBW7 activator 0.0, MITF primary -5.9 and GPR151 activ -0.8.
COc1ccc(OCC(O)CNc2ccc(C)cc2)cc1 (stereo not drawn) was read as FBW7 activator 0.0, MITF primary -4.4, GPR151 activ -0.9 and TEAD-YAP inh -5.2.
C=CCOc1ccc2c(C)c(CCCCC)c(=O)oc2c1 was read as FBW7 activator 0.0, MITF primary 3.0, GPR151 activ 2.9 and TEAD-YAP inh -34.7.
CCOC(=O)c1cnc2ccc(OCC)cc2c1NCCc1ccccc1 was read as FBW7 activator 0.2, MITF primary -4.2, GPR151 activ 2.5 and TEAD-YAP inh 7.4.
Screening CCc1nnc(NC(=O)c2cc3c(=O)oc4ccc(C)cc4c3s2)s1 returned FBW7 activator 0.5, MITF primary 16.7, GPR151 activ -0.8 and TEAD-YAP inh -0.2.
Screening COc1ccc(S(=O)(=O)NCC2(CO)CC2)c(C)c1 returned FBW7 activator 0.5, MITF primary 16.4, GPR151 activ -2.3 and TEAD-YAP inh 12.9.
CCc1ccc2nc(N=C(N)N)nc(C)c2c1 was read as FBW7 activator 0.1, MITF primary 5.8, GPR151 activ 0.0 and TEAD-YAP inh 27.6.
For CN(C)CCN1C(=O)C(=O)/C(=C(\O)c2ccc(Cl)cc2)C1c1ccc(F)cc1 (stereo not drawn) the results were FBW7 activator 0.1, MITF primary 39.7, GPR151 activ -1.5 and TEAD-YAP inh -23.0.

Not a retest: 2 of the compounds above.
CCc1ccc2nc(N=C(N)N)nc(C)c2c1 was read as FBW7 activator 0.1, MITF primary 5.8, GPR151 activ 0.0 and TEAD-YAP inh 27.6.
For CN(C)CCN1C(=O)C(=O)/C(=C(\O)c2ccc(Cl)cc2)C1c1ccc(F)cc1 (stereo not drawn) the results were FBW7 activator 0.1, MITF primary 39.7, GPR151 activ -1.5 and TEAD-YAP inh -23.0.
